Compound activity (PubChem BioAssay)
14-3-3 PPI: 14-3-3 gamma protein interaction modulation; AID 422; P61981; inhibition, % at 40 µM; FP, 14-3-3gamma / TMR-pS259-Raf peptide binding; 160,000 compounds, 0.19% hits; in the data active means inhibition above about 30%;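 further: 0% = protein plus tracer without compound and 100% = blank with tracer alone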
Target sequence (P61981 whole entry, looked up): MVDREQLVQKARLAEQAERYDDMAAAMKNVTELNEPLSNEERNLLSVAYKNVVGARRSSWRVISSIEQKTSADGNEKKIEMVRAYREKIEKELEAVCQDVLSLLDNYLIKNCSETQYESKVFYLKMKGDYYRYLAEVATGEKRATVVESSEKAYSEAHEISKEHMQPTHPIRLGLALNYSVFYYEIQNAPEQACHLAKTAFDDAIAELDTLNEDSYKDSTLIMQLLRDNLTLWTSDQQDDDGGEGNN
Starred values were filed as active, the others as inactive; & = joins results of further samples.

14-3-3 PPI	smiles
4	COc1cc(C(=O)OC(C)CN2CCCC2)cc(OC)c1OC (stereo not drawn)
-2	CCOC(=O)C1CCN(C(=O)C2c3ccccc3C(=O)N(CCOC)C2c2c[nH]c3ccccc23)CC1 (stereo not drawn)
-6	CCN(CC)C(=O)CSc1nc2c(sc(=S)n2-c2ccccc2)c(=O)n1-c1ccccc1
-5	CCOC(=O)C1=C(C)NC2=C(C(=O)C(C(=O)OCC)C(c3ccc(OC)cc3)C2)C1c1ccc(C)cc1 (stereo not drawn)
0	N=C1C(c2nc3ccccc3s2)=C(O)CN1Cc1ccccc1
-6	CC(NS(=O)(=O)c1ccc(OCC(=O)N2CCOCC2)cc1)c1ccccc1 (stereo not drawn)
-8	O=C(O)c1ccc([N+](=O)[O-])cc1N1C(=O)C2C3CCC(C3)C2C1=O (stereo not drawn)
1	Clc1ccccc1Nc1ncnc2scc(-c3ccccc3)c12
2	CCC(=O)N1Cc2ccccc2-c2ccccc2C1=O
-7	CC(=O)c1ccc(NC(=O)CSc2nc3ccc(NC(=O)c4ccccc4Br)cc3s2)cc1
-4	Cc1cc(C)n2nc(C(=O)Nc3ccccc3N3CCOCC3)nc2n1
2	Cc1c(O)c(CN2CCCC2)cc2c3c(c(=O)oc12)CCC3
-44	Cc1cccc(N2CCN(C(=O)c3ccc4nc(-c5ccco5)c(-c5ccco5)nc4c3)CC2C)c1 (stereo not drawn)
-4	CC1CC(C)CN(S(=O)(=O)c2ccc(F)c(C(=O)NC(c3ccccc3)c3ccccc3)c2)C1 (stereo not drawn)
-11	CC(=O)Nc1cccc(OCC(=O)NS(=O)(=O)c2ccc(C)cc2)c1
1	Cc1csc(N(C)C(=O)CSc2nnc(COc3cccc4ccccc34)o2)n1
-7	CC(=O)c1ccc(NC(=O)c2cccc(I)c2)cc1
4	COC(=O)C1=C(C(=O)OC)SC2(S1)C(C(=O)OC)=C(C(=O)OC)SC1=C2c2cc(C)c(C)cc2NC1(C)C
-1	CCn1c2ccccc2c2cc(C3C(C(=O)OCCOC)=C(C)NC4=C3C(=O)CCC4)ccc21 (stereo not drawn)
-10	COc1cccc(NC(=O)C2CC(=O)N(c3ccc(Br)cc3)C2)c1 (stereo not drawn)
-4	CCC(C(=O)NC(C)CCc1ccccc1)n1nc(C)n2c(cc3occc32)c1=O (stereo not drawn)
10	CCCn1c(=N)n(CCOc2ccccc2)c2ccccc21
-3	COc1ccccc1NC(=O)c1cn(-c2ccccc2)nc1-c1ccc(OC)c(OC)c1
1	c1ccc2c(c1)nc(CN1CCOCC1)n1c3ccccc3nc21
-3	CC(=O)Nc1cccc(NC(=O)c2c(-c3ccccc3Cl)noc2C)c1
-2	Cc1ccc(C2CC(=O)c3cnc(NC(=O)c4ccccc4)nc3C2)cc1 (stereo not drawn)
1	Cc1cc2cc(C)c3nnc(SCC(=O)NCc4ccco4)n3c2cc1C
-14	Cc1cc2cc(CNC(=O)c3cccs3)ccc2n1C
-3	COC(=O)C1=C(C)NC(=S)NC1c1ccc(N(C)C)cc1 (stereo not drawn)
-1	CC(C)COC(=O)c1ccc2c(c1)C(=O)N(C1CCCCC1)C2=O
-1	O=C(Cc1nc2ccccc2s1)c1ccc(O)cc1O
-4	CCC(=O)N1CCc2cc(Br)cc(S(=O)(=O)N3CCCC(C(=O)N(C)c4ccc(Br)cc4)C3)c21 (stereo not drawn)
-7	C=CCOC(=O)C1=C(C)N=C2SC(C)C(=O)N2C1c1ccc(F)cc1 (stereo not drawn)
-8	COCCNC(=O)CSc1nc2cc(OC)c(OC)cc2c(=O)n1Cc1ccc(OC)cc1
-7	COc1ccc(Cl)cc1S(=O)(=O)N1CC(=O)N(CCc2ccccc2)C(=O)C1
-7	CCN(c1ccccc1)S(=O)(=O)c1ccc(Oc2ccc(-n3ccnc3)cc2)nc1
-18	Cc1cc(S(=O)(=O)N2CCCN(S(=O)(=O)c3ccc(Cl)c(C)c3)CC2)ccc1Cl
-6	CC(C)(O)c1cn2ccccc2n1
-5	CCOC(=O)c1c(NC(=O)c2ccco2)sc2c1CCCC2
-3	Cc1ccc(C2C3=C(CC(C)(C)CC3=O)Nc3nc(SCCC(C)C)[nH]c(=O)c32)cc1 (stereo not drawn)

Reformatted: results already given
SMILES,14-3-3 PPI
CCC(C(=O)NC(C)CCc1ccccc1)n1nc(C)n2c(cc3occc32)c1=O (stereo not drawn),-4
CCCn1c(=N)n(CCOc2ccccc2)c2ccccc21,10
COc1ccccc1NC(=O)c1cn(-c2ccccc2)nc1-c1ccc(OC)c(OC)c1,-3
c1ccc2c(c1)nc(CN1CCOCC1)n1c3ccccc3nc21,1
CC(=O)Nc1cccc(NC(=O)c2c(-c3ccccc3Cl)noc2C)c1,-3
Cc1ccc(C2CC(=O)c3cnc(NC(=O)c4ccccc4)nc3C2)cc1 (stereo not drawn),-2
Cc1cc2cc(C)c3nnc(SCC(=O)NCc4ccco4)n3c2cc1C,1
Cc1cc2cc(CNC(=O)c3cccs3)ccc2n1C,-14
COC(=O)C1=C(C)NC(=S)NC1c1ccc(N(C)C)cc1 (stereo not drawn),-3
CC(C)COC(=O)c1ccc2c(c1)C(=O)N(C1CCCCC1)C2=O,-1
O=C(Cc1nc2ccccc2s1)c1ccc(O)cc1O,-1
CCC(=O)N1CCc2cc(Br)cc(S(=O)(=O)N3CCCC(C(=O)N(C)c4ccc(Br)cc4)C3)c21 (stereo not drawn),-4
C=CCOC(=O)C1=C(C)N=C2SC(C)C(=O)N2C1c1ccc(F)cc1 (stereo not drawn),-7
COCCNC(=O)CSc1nc2cc(OC)c(OC)cc2c(=O)n1Cc1ccc(OC)cc1,-8
COc1ccc(Cl)cc1S(=O)(=O)N1CC(=O)N(CCc2ccccc2)C(=O)C1,-7

(continued)
14-3-3 PPI	smiles
3	COc1ccc(N(C)S(=O)(=O)c2ccc3c(c2)CCC(=O)N3)cc1
-2	CC1=C(C(=O)Nc2ccccc2)C(c2ccc(C)o2)n2ncnc2N1 (stereo not drawn)
-8	CCOc1ccc(C(=O)Nc2cccnc2)cc1[N+](=O)[O-]
7	COc1ccccc1CNc1nc2nc(C)cc(=O)n2[nH]1
-11	CCC(=O)N1c2ccc(S(=O)(=O)NCCc3ccccc3)cc2CC1C (stereo not drawn)
10	O=C(Nc1cccc(F)c1)c1ccc2c(c1)OCO2
0	c1ccc(-c2nnc(CSc3nc4ccccc4[nH]3)o2)cc1
6	COC(=O)c1sc2ccccc2c1NC(=O)c1nc2ccccc2s1
-4	CCOC(=O)c1c(-c2ccccc2)oc2ccc(OCC(=O)OC)cc12
3	Cc1ccc(-n2nc3c(c2NC(=O)c2cc([N+](=O)[O-])ccc2Cl)CSC3)c(C)c1
-2	O=C(Cc1cn2ccsc2n1)Nc1cccc2cnccc12
0	COc1ccc(OC)c(NC(=O)CSc2nc3ccccc3c(=O)n2CCNC(C)=O)c1
-12	COc1ccc(NC(=O)CN2CCC(C(N)=O)CC2)cc1
-4	O=C1c2ccccc2C(=O)C1C(c1cccc([N+](=O)[O-])c1)C1C(=O)c2ccccc2C1=O
-3	COc1ccc(C2=NC(C3CCCCC3)NC(c3ccccc3O)C2)cc1OC (stereo not drawn)
11	Cc1ccc([N+](=O)[O-])cc1N=Cc1c(C)cc(O)cc1O
-8	CC1=C(C(=O)Nc2nc3ccccc3s2)C(c2cccc([N+](=O)[O-])c2)C2=C(CCCC2=O)N1 (stereo not drawn)
0	CCc1ccc(S(=O)(=O)Nc2ccc3oc4c(c3c2)C(=O)CC(C)(C)C4)cc1
-134	Cc1ccc(N2C(=O)c3cc([N+](=O)[O-])cc4cc([N+](=O)[O-])cc(c34)C2=O)cc1C
-16	CCOC(=O)COc1ccc(S(=O)(=O)NCc2ccco2)cc1

Some of these compounds in order of number of heavy atoms, low to high:
14-3-3 PPI	smiles
7	COc1ccccc1CNc1nc2nc(C)cc(=O)n2[nH]1
0	CCc1ccc(S(=O)(=O)Nc2ccc3oc4c(c3c2)C(=O)CC(C)(C)C4)cc1
3	Cc1ccc(-n2nc3c(c2NC(=O)c2cc([N+](=O)[O-])ccc2Cl)CSC3)c(C)c1

Additional entries:
14-3-3 PPI	smiles
-4	CN1C(=O)C2CN(CCc3ccccc3)CNC2N(C)C1=O (stereo not drawn)
8	COc1cc(NS(=O)(=O)c2ccc(NC(=O)c3ccc(Cl)cc3)cc2)ncn1
-2	CCOc1ccc2[nH]c(=O)c(C(c3nnnn3CCOC)N3CCOCC3)cc2c1 (stereo not drawn)
1	O=C(CC1Sc2ccccc2NC1=O)NCCc1ccccc1 (stereo not drawn)
-8	CC(=O)c1ccc(N2CCN(C(=O)c3cccn4c(=O)c5ccccc5nc34)CC2)cc1
-10	O=C1c2ccc(N3Cc4ccccc4C3)cc2C(=O)N1c1ccccc1
-24	COC(=O)c1ccc(C(=O)OCc2nc3cc4ccccc4cc3[nH]2)cc1
-7	CC(=O)N1CCc2cc(S(=O)(=O)NC(C(=O)Nc3cc(C)cc(C)c3)C(C)C)ccc21 (stereo not drawn)
-1	COc1ccccc1CC(=O)NCCc1ccc(S(N)(=O)=O)cc1
-15	CC1=C(C(=O)OCCc2ccccc2)C(c2cc3c(cc2Br)OCO3)C2=C(CCCC2=O)N1 (stereo not drawn)
-4	CCC(=O)Nc1ccc(NC(=O)c2cc3ccccc3o2)cc1
-1	O=C(CC(=O)Nc1ccccn1)Nc1ccccn1
0	FC(F)Oc1ccc(C2=CC(c3ccc(Br)cc3)n3nnnc3N2)cc1 (stereo not drawn)
-8	O=C1CCC(=O)N1Cc1ccc(Cl)cc1
1	COC(=O)c1sc(=S)n(-c2cc(OC)ccc2OC)c1N
-5	Cc1cc(NC(=O)CSc2ccccc2)no1
6	CCCCCC(=O)N1c2ccccc2NC2=C(C(=O)CC(c3ccc(F)cc3)C2)C1c1cccs1 (stereo not drawn)
-2	CS(=O)(=O)N1CCN(c2nnc(-c3ccccc3)c3ccccc23)CC1
-2	CC(=O)c1ccc(N2CCN(C(=O)c3cc4c(=O)n5cccc(C)c5nc4s3)CC2)cc1
1	Cc1cccc(NS(=O)(=O)c2cc(C(=O)OCC(=O)Nc3cc(C)on3)ccc2C)c1
-3	Cc1nn(C(C)(C)C)c(OC(=O)CCc2ccccc2)c1Sc1ccccc1[N+](=O)[O-]
-8	O=C(NCCCO)C(=O)NCc1ccc(Cl)cc1
4	COc1ccccc1CN1C(=O)CN(C2CCCCC2)C(=O)C1c1ccccc1C (stereo not drawn)
-13	Cc1c(C(=O)OCC(=O)N2CC(C)OC(C)C2)oc2ccc(Br)cc12 (stereo not drawn)
-2	COc1ccc(C2Nc3ccccc3NC3=C2C(=O)CC(c2cccs2)C3)cc1Br (stereo not drawn)
-14	N#CC1=C(N)N(c2ccccc2)C2=C(C(=O)CCC2)C1c1ccsc1 (stereo not drawn)
-1	CC(C)(C)c1ccc(C(=O)Nc2ccc(-c3nc4ccccc4s3)c(O)c2)cc1
1	COC(=O)c1nonc1NCn1nnc2ccccc21
0	CC(=O)C1=C(C)OC(N)=C(C#N)C1c1ccncc1 (stereo not drawn)
-6&-17	O=C(O)CC1SC(=Nc2cccc(C(F)(F)F)c2)NC1=O (stereo not drawn)
-5&-3	CCCCCC1CC(CC(=O)O)C(=O)O1 (stereo not drawn)
2	O=[N+]([O-])c1ccc(Cl)cc1NCc1ccco1
-1	Cc1cc(C)cc(N2C(=O)CC(n3ccnc3)C2=O)c1 (stereo not drawn)
-3	O=C(CN1C2=NCCN2c2ccccc21)c1ccc([N+](=O)[O-])cc1
-5	COc1ccc(C2C(C(=O)Nc3ccc(F)cc3)CCC(=O)N2c2cc(OC)c(OC)c(OC)c2)cc1 (stereo not drawn)
1	Cc1ccc(C2NC(=S)NC3=C2C(=O)CC(C)(C)C3)cc1 (stereo not drawn)
-15	O=C(CCn1c(=O)oc2ccccc21)N1CCc2ccccc21
-17	CCOc1ccc(-c2nc3cc(NC(=O)c4ccc(Cl)cc4)ccc3o2)cc1
-5	O=C(CC1SC(=O)NC1=O)Nc1cccc([N+](=O)[O-])c1 (stereo not drawn)
-8	COC(=O)c1ccc(NC(=O)CN2C(=O)C(=O)c3ccccc32)cc1
-9	COc1cccc(C(=O)Nc2cc(NC(=O)c3ccco3)ccc2OC)c1
-10	CCOC(=O)CSc1nnc(CNc2nc(-c3ccccc3)cs2)n1C
-18	C=CCc1c(C)nc(SC)nc1Nc1ccc(C(C)=O)cc1
-23	O=C(Nc1ccc2c(c1)OCCO2)C1CCC(CNS(=O)(=O)c2ccc(Br)s2)CC1 (stereo not drawn)
8	O=C(Oc1cccc(N2C(=O)c3ccccc3C2=O)c1)c1ccc(S(=O)(=O)c2ccccc2)cc1
3	CCCCCCC(=O)c1c(C)[nH]c(C(=O)OCC)c1C
-10	Cc1ccc(NC(=O)CSc2nc3ccc(N)cc3s2)cc1Cl
1	CCOc1ccc(C2C(C(=O)c3ccco3)=C(O)C(=O)N2Cc2cccnc2)cc1 (stereo not drawn)
-5	CN(C)C(=O)c1ccc(-c2nnc(OCc3nc4ccccc4n3C)c3ccccc23)cc1
-10	COc1ccc(OC)c(NC(=O)c2sc3nc(-c4ccc(OC)c(OC)c4)ccc3c2N)c1
-5	COc1cc(OC)cc(-c2nc(-c3cccc([N+](=O)[O-])c3)no2)c1
-1	O=C1NC(=O)N(c2ccccc2)C1C=Nc1ccc(Cl)cc1 (stereo not drawn)
-2	Cc1ccc2cc3cc(C(=O)Nc4cc(C)on4)sc3nc2c1
-1	COc1cccc(C(=O)Nc2ccc(NC(=O)C3CC3)cn2)c1
7	COc1ccccc1CNC(=O)c1c(O)c2ccccc2[nH]c1=O
8	COc1ccc(-c2csc(Nc3cc(Cl)ccc3OC)n2)cc1
14&-7	CCCCOc1ccc(NC2=NC3(CCCCC3)N=C(N)N2)cc1
-10	COc1cc2c(cc1OC)C(c1ccc(Br)cc1)CC(=O)N2 (stereo not drawn)
-4	Cc1oc(-c2ccc(Cl)cc2)nc1CN1CCCC(C(=O)NCCCN2CCCC2=O)C1 (stereo not drawn)
-40	O=S(=O)(c1ccccc1)N1N=C(c2ccc(Br)cc2)CC1c1ccc(F)cc1 (stereo not drawn)
-8	COC(=O)c1ccccc1NC(=O)CC#N
-5	O=C(Cc1ccc(F)cc1)Nc1c2c(nn1-c1ccc([N+](=O)[O-])cc1)CSC2

A portion of the library, so the mix of outcomes need not match the whole.
